Screening results: PubChem, Sanford-Burnham Center for Chemical Genomics
697 NFkB inh – inhibitors of the PMA/ionomycin-induced NF-kB reporter in 697 B cells | AID 435022 | inhibition, % at 4 µM | 697 B-cell NF-kB luciferase reporter, 16 h | actives 0.33% (n = 330,000); in the data active = inhibition above about 35%
CHOP UPR activ – activators of apoptotic arm of unfolded protein response (CHOP); activation, % at 10 µM; AID 449763; CHO-CHOP luciferase reporter, UPR activation, luminescence; percent of tunicamycin response over DMSO baseline; actives 0.34% (n = 330,000);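 active = at 10 µM dose, activation of 40% or more, normalized to positive control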;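 also: 100% = tunicamycin at 10 µg/mL and 0% = DMSO alone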
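System: CHO-CHOP luciferase reporter cell line; amount: 500 cells/well; buffer or medium: F12 medium containing 10% fetal bovine serum; incubation: 6 h compound exposure at 37 °C after overnight seeding; measured by: luciferase luminescence after 10 min with Steady-Glo reagent; evaluation: % reporter activation, DMSO baseline versus tunicamycin full activation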
APJ ag – agonists of human APJ apelin receptor; CHO-K1 APJ PathHunter beta-arrestin, luminescence; 0% DMSO wells, 100% apelin; activation, % at 20 µM; actives 0.11% (n = 330,000);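 active = activation more than six SD over the plate average, tested at 20 µM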;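 also: 0% = DMSO alone and 100% = apelin-13 at 10 nM; some results filed as inactive read as strong as hits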
Target sequence (P35414 whole entry, looked up): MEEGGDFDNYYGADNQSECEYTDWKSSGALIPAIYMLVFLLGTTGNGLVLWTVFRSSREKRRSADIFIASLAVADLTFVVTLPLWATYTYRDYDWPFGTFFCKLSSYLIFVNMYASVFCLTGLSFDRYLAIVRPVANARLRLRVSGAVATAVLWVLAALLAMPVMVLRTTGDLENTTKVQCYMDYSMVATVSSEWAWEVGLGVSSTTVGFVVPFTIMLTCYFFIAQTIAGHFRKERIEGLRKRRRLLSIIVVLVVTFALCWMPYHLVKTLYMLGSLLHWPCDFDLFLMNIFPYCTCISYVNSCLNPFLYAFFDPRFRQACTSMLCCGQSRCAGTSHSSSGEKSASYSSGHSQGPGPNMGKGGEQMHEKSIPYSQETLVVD
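Test system – PathHunter CHO-K1 APJ (AGTRL-1) beta-arrestin reporter cells · Input – 1000 cells/well · Compound – single test compound dose, 20 µM final, 1% DMSO · Times – compound stimulation 90 min at 25 °C, detection 60 min · Technique – beta-gal luminescence · Read-out basis – APJ–arrestin association signal · Control set – negative DMSO alone, positive Apelin-13 at 10 nM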
Jurkat NFkB inh – inhibitors of the PMA/ionomycin-induced NF-kB reporter in Jurkat cells. inhibition, % at 4 µM. actives 0.53% (n = 330,000). PMA/ionomycin-induced NF-kB luciferase reporter, luminescence. AID 435003; in the data active = inhibition above about 50%
tim23-1 inh – growth inhibitors of tim23-1 mutant yeast | S. cerevisiae tim23-1 growth, BacTiter-Glo luminescence, 24 h | inhibition, % at 20 µM | actives 1.3% (n = 330,000);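 active = growth inhibition of the mutant yeast at or above 50%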;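 also: temperature-sensitive mutant grown at 25 °C; plate controls were DMSO-treated mutant yeast for no effect and medium wells lacking yeast for full effect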
XBP1 UPR activ – adaptive UPR (XBP1) activation. AID 463104. activation, % at 20 µM. CHO-XBP1 luciferase reporter, IRE1-XBP1 UPR activation, luminescence; percent of tunicamycin response, DMSO as zero. actives 0.33% (n = 330,000);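 active = versus positive control, 20 µM dose yields 30% or more activation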;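 also: 100% = tunicamycin at 10 µg/mL and 0% = DMSO only wells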
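Material: CHO-XBP1 cells stably carrying IRE1-XBP1-driven luciferase reporter | Medium: F12 with 10% serum | Compound dosing: 20 µM single concentration, DMSO 1% | Incubation: Overnight seeding at 37 °C, 6 h compound treatment at 37 °C | Detection: Steady-Glo luminescence read | Read-out basis: % activation of reporter signal versus tunicamycin and DMSO controls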
APJ antagonist – antagonists of human APJ apelin receptor | CHO-K1 APJ beta-arrestin complementation, luminescence | inhibition, % at 20 µM | P35414 | AID 2521 | actives 0.32% (n = 330,000);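 active = inhibition above about 40% at 20 µM, limit read from the data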;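 also: cells challenged with 10 nM apelin-13 agonist together with compound; plate controls were apelin-13 plus DMSO wells for no effect and DMSO wells lacking apelin-13 for full effect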
Mdm2-MdmX inh – human Mdm2/MdmX binding inhibition | SaOS-2 split-luciferase Mdm2/MdmX complementation, luminescence | actives 3% (n = 330,000) | inhibition, % at 8 µM | O15151+Q00987 | AID 485346;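 active = inhibition of at least 50% at 8 µM in the primary screen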
Active calls of the source: *.

SMILES | 697 NFkB inh | CHOP UPR activ | APJ ag | Jurkat NFkB inh | tim23-1 inh | XBP1 UPR activ | APJ antagonist | Mdm2-MdmX inh
CCOC(=O)c1ccc(S(=O)(=O)NCC(c2ccc(N(C)C)cc2)c2c[nH]c3ccccc23)cc1 (configuration not stated) | -5 | 0.6 | -3 | -9 | 7 | -3 | 6 | -9
CCn1c(SCC(N)=O)nc2c1c(=O)n(C)c(=O)n2C | 6 | -0.6 | -1 | 8 | 4 | 3 | 3 | -17
O=C(CN1CCN(CC(=O)Nc2ccc(-c3ccccc3)cc2)CC1)Nc1ccc(F)cc1 | 7 | 1.0 | 0 | -8 | 21 | 0 | 3 | 4
COC(=O)C1(CCSC)NC(c2ccccc2OC)C2C(=O)N(C)C(=O)C21 (configuration not stated) | 2 | -2.1 | 1 | -23 | -1 | 3 | -1 | 21
CCCCCCCC(=O)N/N=C(\C)c1ccc(O)cc1O | -16 | -1.9 | 2 | 30 | 2 | -1 | -9 | 34
COc1ccc(-n2c3c(cc(C(=O)N4CCC(C)CC4)c2=O)C(=O)CC(C)(C)C3)cc1 | 18 | 0.8 | -4 | 17 | 6 | -1 | -59 | 24
Cc1cc(C)c(C#N)c(SCC(=O)Nc2nonc2N)n1 | -13 | 1.7 | 2 | -38 | 20 | 2 | -21 | 2
CC(C)NC(=O)c1cnc(N2CCN(c3ccccn3)CC2)c2ccccc12 | -14 | 0.8 | 2 | 2 | 16 | -3 | 20 | -5
O=C(CCCc1ccccc1)NC1CC1 | -8 | 0.6 | 3 | 13 | 11 | -2 | 0 | 23
O=C(NCCO)c1c(O)c2cccc3c2n(c1=O)CC3 | -2 | -1.1 | 0 | -11 | 5 | 4 | 16 | -12
O=C(Nc1ccc(O)cc1)/C(=C\C=C\c1ccccc1)NC(=O)c1ccccc1 | 15 | 1.2 | -1 | 0 | 13 | 0 | 4 | 7
COC(=O)c1ccc(/C=N/OCC(=O)NC2CCCCCCC2)cc1 | -32 | 0.6 | -3 | 7 | 20 | 0 | 7 | 12
Cc1csc(N/N=C/c2ccccc2F)n1 | -159 | 8.3 | -2 | -112 | 24 | 0 | -16 | -76
CSC1=NC2(CC(c3ccccc3)Oc3cc(O)ccc32)CC(C)(C)N1 (configuration not stated) | 8 | 0.8 | -1 | -8 | 10 | 3 | 18 | 3
CC(C)C(NS(=O)(=O)c1c(Cl)cccc1Cl)C(=O)OCC(=O)c1c[nH]c2ccccc12 (configuration not stated) | -9 | -0.3 | 0 | -7 | 26 | -2 | -14 | 1
O=C(Cn1nnc(-c2ccccc2)n1)N1CCN(c2ccc(F)cc2)CC1 | 2 | 0.2 | -4 | -3 | 5 | -1 | 0 | 2
CC(=O)NCc1ccc(-c2nc3ccccc3s2)cc1 | -174 | 3.1 | -3 | -148 | 22 | -5 | 6 | -201
CCOC(=O)c1sc(-c2ccc(F)cc2)cc1NC(=O)Nc1ccccc1OC | -22 | -0.6 | 0 | 1 | 20 | 1 | -11 | 16
O=C(NCCNC(=O)c1ccco1)c1ccc(F)cc1 | 19 | 0.4 | -1 | -3 | 2 | -3 | -35 | 1
CCc1ccccc1N1C(=O)[C@@H]2Cc3ccccc3CN2C1=O | 14 | -0.5 | -2 | -11 | -2 | -3 | 5 | 10
CCc1nc2ccc(C(=O)Nc3ccc4c(c3)OCO4)cc2nc1CC | 4 | 2.6 | -3 | -13 | -9 | 0 | 0 | -13
COC(=O)C(C(=O)OC)c1ccccc1[N+](=O)[O-] | 9 | 0.9 | -6 | 5 | 0 | 1 | -12 | -11
O=C1CCCc2sc3c(c2N1)CCCCC3 | 8 | -0.3 | 0 | -11 | 25 | 0 | 1 | 9
CCCN(CC(=O)Nc1ccccc1C)C(=O)/C=C/c1cccs1 | 6 | -0.1 | -1 | 4 | 2 | -3 | 11 | 23
Cc1ccc(OCc2ccc([N+](=O)[O-])cc2)c([N+](=O)[O-])n1 | -86 | 4.7 | -2 | -103 | -4 | -1 | -6 | -39

Only APJ ag and Mdm2-MdmX inh, for 2 of the compounds above:
SMILES	APJ ag	Mdm2-MdmX inh
CCOC(=O)c1sc(-c2ccc(F)cc2)cc1NC(=O)Nc1ccccc1OC	0	16
O=C(NCCNC(=O)c1ccco1)c1ccc(F)cc1	-1	1

Next entries follow.
SMILES | 697 NFkB inh | CHOP UPR activ | APJ ag | Jurkat NFkB inh | tim23-1 inh | XBP1 UPR activ | APJ antagonist | Mdm2-MdmX inh
CCOC(=O)c1[nH]cnc1C(=O)O | -3 | 0.5 | 1 | -4 | 9 | -2 | 6 | 17
CCc1c(C(=O)NNC(=S)NCCc2ccccc2)csc1C | -8 | -2.4 | -4 | -8 | -15 | 1 | 18 | -10
Cc1cc(C(=O)OC(C)C(=O)Nc2nc(-c3ccccc3)cs2)c(C)o1 (configuration not stated) | -26 | 0.5 | 3 | -22 | 25 | -2 | -2 | 4
O=C(O)C1CCCC[C@H]1C(=O)Nc1ncc([N+](=O)[O-])s1 (some centres not stated) | -13 | -2.4 | -5 | 12 | 21 | 2 | 9 | 1
CCCn1cc(SCC(=O)Nc2ccc3c(c2)OCO3)c2ccccc21 | -4 | -0.2 | 0 | 0 | 29 | -1 | 5 | -3
Cc1cc(NC(=O)c2cc(-c3cccs3)nc3ccccc23)no1 | -8 | 3.1 | 2 | 26 | 16 | -1 | 14 | 51*
c1ccc(Cn2cc(CN3CCCO3)c(-c3ccc4c(c3)OCO4)n2)cc1 | 6 | 0.3 | -2 | -4 | -7 | -2 | 20 | 22
O=C(c1ccc(COc2c(F)c(F)cc(F)c2F)o1)N1CCN(c2ccc(Cl)cc2)CC1 | 18 | 2.7 | -5 | 5 | 6 | -4 | 3 | 16
C/C(N)=C(/C#N)C(=O)CSc1nnc(Nc2ccccc2C)s1 | -11 | 4.1 | -1 | -14 | 4 | 0 | 1 | -16
COc1ccccc1/C=C/C(=O)OCC(=O)N1c2ccccc2CC1C (configuration not stated) | 1 | 0.5 | -3 | 16 | 32 | -2 | -19 | -23
CC1CN(S(=O)(=O)c2cccc(C(=O)OCc3cc(=O)oc4cc(O)ccc34)c2)CC(C)O1 (configuration not stated) | -6 | -0.5 | -5 | 16 | 4 | 2 | 12 | -9
O=C(c1cc(-c2ccccc2)nn1-c1ccccc1)N1CCN(S(=O)(=O)c2c(F)cccc2F)CC1 | -41 | 1.7 | 0 | 13 | -8 | -1 | 6 | 38
Cc1nc2cc(S(=O)(=O)N(C)C)ccc2n1-c1ccccc1 | -13 | 0.7 | 0 | 8 | 12 | -1 | 6 | -9
C=CCn1c(=O)c2ccccc2n2c(SCc3cc(=O)n4ccsc4n3)nnc12 | 9 | 0.9 | 0 | -7 | -9 | -2 | -3 | -12
COCCCNC(=O)C(=O)NCCCOC(C)C | 26 | 2.6 | 0 | 4 | -48 | 1 | -1 | 2
Cc1cc(Cl)c(S(N)(=O)=O)cc1OCC(=O)NC1CCCCC1 | 0 | -0.1 | 4 | 9 | 1 | -1 | 14 | -3
CCOC(=O)c1[nH]c(C)c(C(=O)N(C)Cc2ccccc2)c1C | -5 | -1.1 | -4 | 6 | 19 | 3 | -7 | -3
COc1ccc(C(C(=O)NC2CCCC2)N(C(=O)c2ccco2)c2ccc(OC)c(OC)c2)cc1 (configuration not stated) | 23 | -0.1 | -2 | 0 | 11 | -3 | 8 | 8
Cc1cc(C)c(S(=O)(=O)N2CCN(C(=O)C3COc4ccccc4O3)CC2)c(C)c1 (configuration not stated) | 13 | -1.9 | -2 | 11 | 44 | -4 | 15 | 32
COc1ccc2c(c1)c(=O)oc1c(C)c(OCc3cc(C(=O)O)oc3C)ccc12 | 4 | -5.4 | -1 | 13 | 9 | -3 | -3 | -3
COc1cc(/C=N/N=C(/C(=O)c2ccccc2)c2ccccc2)cc(OC)c1O | 21 | 2.5 | -5 | 7 | 39 | -2 | 30 | 28
COc1ccc(C(=O)CC(=O)C(=O)Nc2ccc(OC)c(Cl)c2)cc1 | -2 | -0.3 | -2 | -10 | 23 | -4 | 9 | 11
N#Cc1c(-c2ccccc2)nc(-c2cccnc2)[nH]c1=O | 16 | -1.7 | -2 | -9 | -1 | -1 | 12 | 17
COc1cccc(-c2nnn(C/C(N)=N/O)n2)c1 | -5 | 1.4 | 0 | -36 | 19 | 2 | -11 | -8
Cc1ccc(NC(=O)CCC(=O)OCC(=O)c2ccc(Oc3ccc([N+](=O)[O-])cc3)cc2)cc1C | -11 | -0.7 | -3 | -6 | 14 | -1 | -3 | 10

Shown as a hit in Mdm2-MdmX inh (from the list above):
compound,697 NFkB inh,APJ ag,Jurkat NFkB inh,APJ antagonist,Mdm2-MdmX inh
Cc1cc(NC(=O)c2cc(-c3cccs3)nc3ccccc23)no1,-8,2,26,14,51*

Next records follow.
SMILES | 697 NFkB inh | CHOP UPR activ | APJ ag | Jurkat NFkB inh | tim23-1 inh | XBP1 UPR activ | APJ antagonist | Mdm2-MdmX inh
COc1ccc(C(=O)NC2=NCCS2)c(OC)c1 | -123 | -2.1 | -2 | -102 | 5 | -7 | -8 | -4
Cc1cccc(/C=C/C(=O)c2ccc([N+](=O)[O-])o2)c1 | -9 | 217* | 24 | 38 | 45 | -7 | -175 | 100*
O=C(N/C(=C/c1cccc(Br)c1)c1nc(=S)[nH][nH]1)c1ccccc1 | -14 | 3.5 | 4 | -14 | 32 | 5 | 17 | 21
COc1ccc(-c2cc3ccc(O)cc3oc2=O)cc1 | -109 | 9.4 | 4 | -50 | 12 | 4 | -28 | -145
CN(C)/C=C/C(=O)c1cccc(Oc2ncccn2)c1 | 11 | -0.8 | -1 | 12 | 2 | 1 | -28 | 1
O=C1CN(C(=O)COC(=O)c2cccc(OCc3ccccc3)c2)c2ccccc2N1 | -30 | 4.4 | 4 | 0 | -2 | -1 | 3 | -15
O=C(c1cccc(S(=O)(=O)N2CCCCCC2)c1)N1CCN(c2ccccc2)CC1 | 3 | -1.2 | -3 | 0 | 12 | 1 | 6 | 18
Cc1[nH]c2ccccc2c1C(=O)CSc1nc2ccccc2c(=O)n1-c1ccccc1F | 2 | 4.3 | 3 | 1 | -15 | 10 | 19 | 34
COc1ccc(C(=O)NC2CCSC2=O)cc1 (configuration not stated) | 0 | -2.3 | -2 | 0 | 0 | 2 | 19 | -6
CN(C)CCCN(C(=O)c1cccs1)c1nc2cc3c(cc2s1)OCO3 | -32 | 2.0 | 1 | -9 | 13 | -1 | 14 | -30
COC(C/C=C/[C@@H](O)[C@H](C)OCc1ccccc1)OC | 12 | 1.0 | 2 | -2 | 14 | -1 | 3 | -21
CC(=O)Nc1ccc(OCCOc2ccc([N+](=O)[O-])cc2)cc1 | 8 | -1.3 | -4 | 16 | 12 | -8 | -1 | 0
CCCn1c(SCC(=O)Nc2ccc(OC)cc2[N+](=O)[O-])n[nH]c1=O | 15 | -1.7 | 1 | -2 | 20 | -2 | -10 | 27
Cc1c(C(c2ccc(Br)cc2)c2c(C)n(C)n(-c3ccccc3)c2=O)c(=O)n(-c2ccccc2)n1C | 8 | 0.4 | -3 | 4 | 3 | -3 | 11 | 3
Cc1ccccc1-c1nnc(SCc2ccccc2F)o1 | -188 | 6.4 | -2 | -153 | 17 | 9 | -12 | -222
